Giardia FBPA inh: qHTS Assay for Inhibitors of Fructose-1,6-bisphosphate Aldolase from Giardia Lamblia | purified Giardia FBPA | Potency, µM (doses to about 59.6 µM), for the others: at the top dose activity, negative = inhibition, usual class: inhibitors | hit rate 0.71% among 290,000 | AID 2451, 2010; note: potency is the fitted concentration of half-maximal effect; % is set by controls: 0 for no effect and ±100 for the full control effect; nearly all actives have a fitted effect of over 55% in size
Target sequence (A8B2U2 whole entry, looked up): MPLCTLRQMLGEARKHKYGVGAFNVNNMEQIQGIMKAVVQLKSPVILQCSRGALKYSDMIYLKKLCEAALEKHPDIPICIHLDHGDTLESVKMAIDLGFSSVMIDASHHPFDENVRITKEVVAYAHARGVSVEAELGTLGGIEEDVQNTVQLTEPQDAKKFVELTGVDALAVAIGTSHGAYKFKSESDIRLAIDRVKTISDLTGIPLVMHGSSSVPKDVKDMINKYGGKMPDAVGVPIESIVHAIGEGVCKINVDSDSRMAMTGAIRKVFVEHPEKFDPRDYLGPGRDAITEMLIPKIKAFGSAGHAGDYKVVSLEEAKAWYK
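40 nM FBPA preincubated 10 min at RT with compound (up to 57.5 uM final), then substrate plus GAPDH/TPI/NAD/arsenate coupling and diaphorase/resazurin added. Fluorescence read after 20 min at RT, 525/598 nm.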
Pf growth 96h: Primary qHTS for delayed death inhibitors of the malarial parasite plastid, 96 hour incubation. P. falciparum luciferase reporter growth, 96 h. Potency, µM (series often up to 28.7 µM), for inactives: at the highest dose activity change, negative = inhibition, hits mostly inhibitors. hit rate 6.9% among 320,000; note: potency is the fitted concentration of half-maximal effect; % is set by controls: 0 for no effect and ±100 for the full control effect
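Erythrocytes infected with luciferase-expressing P. falciparum were dispensed at 2% hematocrit and 0.05% parasitemia (final), then incubated with compounds 96 hours at 37 C in 5% CO2. Luminescence after detection reagent addition reported growth.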
Shiga inhibitor: A qHTS for Small Molecule Inhibitors of Shiga Toxin. Vero cells, Shiga toxin protein synthesis inhibition reporter. inhibition, % at 38.7 µM. hit rate 9.2% among 290,000; in the data active = inhibition mostly above about 28%, no sharp cut-off; inactive = mostly below about 43%; note: 0% is about no effect
Pf growth 48h: Primary qHTS for delayed death inhibitors of the malarial parasite plastid, 48 hour incubation | P. falciparum luciferase growth in erythrocytes, 48 h | Potency, µM (highest dose often 28.7 µM), for inactives: top-dose activity change, negative = inhibition, most hits filed as inhibitors | hit rate 5.9% among 310,000 | AID 504832, 2011; note: potency is the fitted concentration of half-maximal effect; % is set by controls: 0 for no effect and ±100 for the full control effect
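Parasite viability was followed by luminescence of a genomically integrated firefly luciferase. Cultures held 0.1% parasitemia at 2% hematocrit (final), incubated under 5% CO2 at 37 C.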
CHX counter: Cycloheximide Counterscreen for Small Molecule Inhibitors of Shiga Toxin | hit rate 12% among 300,000 | cell reporter, cycloheximide protein synthesis inhibition counterscreen | max response, % | AID 2314, 2010; in the data active = max response mostly above about 13%, no sharp cut-off; inactive = mostly below about 14%; note: read at 38.3 µM for the half of the compounds with a filed dose; 0% is about no effect
Sm TGR block: qHTS Assay for the Inhibitors of Schistosoma Mansoni Peroxiredoxins. Potency, µM (highest dose often 114 µM), for the others: at the highest dose activity change, negative = inhibition, usual class: inhibitors. purified TGR, DTNB reduction, TNB absorbance 405 nm. Schistosoma mansoni thioredoxin glutathione reductase (TGR), Q962Y6. hit rate 3% among 360,000; note: potency is the fitted concentration of half-maximal effect; % is set by controls: 0 for no effect and ±100 for the full control effect; nearly all actives have a fitted effect of over 60% in size
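Kinetic colorimetric format: TGR-catalysed, NADPH-driven DTNB reduction monitored via TNB absorbance. Enzyme dispensed at 20 nM; compound exposure 15 min at room temperature before reaction start.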
Numbers without * were called inactive; ? = inconclusive; nt = not tested or not shown; & = joins results of further samples; ! = not confirmed by another sample; [ ] = dose if it differs, or a comment. Unless noted, calls come from the whole dose curve; as a rule, active = well fitted curve in the direction sought with a large enough effect; inconclusive = small, poorly fitted or top-dose-only effect, or another doubt; inactive = no such curve, though single readings can be large; an effect the other way counts as inactive or inconclusive.

SMILES	Giardia FBPA inh	Pf growth 96h	Shiga inhibitor	Pf growth 48h	CHX counter	Sm TGR block
CCN(CCn1cccn1)C(=O)c1cc(COc2ccccc2SC)on1	nt	19%	94*	1%	65*	-30%
COc1cc(OCC(=O)NC(C)C)cc2c1C(=O)O[C@@H](C)CCCC(=O)CCCCC2	-10%	?	-8	-7%	-2	1%
Cc1cc(C)n2cc(CSc3ncn[nH]3)nc2n1	-18%	10%	1	11%	1	9%
CSCCC(NS(=O)(=O)c1ccc2ccccc2c1)C(=O)O (configuration not stated)	6%	52%[activator]	-12	nt	-2	-11%
CC(NC(=O)c1ccc(CS(C)(=O)=O)cc1)c1ccc(-c2ccccc2)cc1 (configuration not stated)	-7%	32%[activator]	3	10%	-3	8%
COc1ccc(-c2noc(CN3CCN(c4ccccc4F)CC3)n2)cc1OC	-11%	7%	-11	3%	3	-18%
O=C(CCc1nc(-c2ccccc2F)no1)NCCN1CCN(Cc2ccccc2)CC1	0%	-25%	13	-12%	-4	1%
CSc1nc2ccc(NC(=O)C3CCCO3)cc2s1 (configuration not stated)	-1%	?	112*	110%[activator]	40*	-1%
Clc1nc(NCCN2CCOCC2)nc(NCc2ccccc2)n1	4%	?	7	?	5	3%
Cc1noc(C)c1COc1ccc(C(=O)OCC(=O)Nc2ccc3c(c2)OCO3)cc1	-2%	20%	-4	2%	-2	8%
CC(Oc1ccc(Cl)cc1Cl)C(=O)NNC(=O)C(=O)N1CCCCC1 (configuration not stated)	7%	?	-7	4%	-1	-3%
Cc1ccc2nc(SCC(=O)c3ccc(O)cc3O)[nH]c2c1	-8%	?	49*	77%[activator]	46*	-11%
CCOc1ccc(OCc2ccc(C(=O)N3CCCCC3)o2)cc1	nt	-19%	40*	-20%	23*	-20%
CCn1ncc(/C=N\NC(=O)COc2cc(C)cc(C)c2)c1C	1%	-10%	2	0%	-2	-9%
CCOc1ccccc1C1C(C(N)=O)=C(C)Nc2nc(-c3ccc(OC)cc3)nn21 (configuration not stated)	1%	-43%	21	-12%	2	-30%
CC(OC(=O)Cc1c[nH]c2ccccc12)C(=O)Nc1ccc(S(N)(=O)=O)cc1 (configuration not stated)	nt	22%	nt	3%	nt	-8%
COc1cc(C(=O)N(CCN(C)C)CC2CCCN(Cc3ccccc3F)C2)ccc1C (configuration not stated)	-5%	-17%	10	10µM*	-1	-12%
Cc1cc(C(=O)NC2CCC(C)CC2)c(C)o1 (configuration not stated)	nt	198%[activator]	80*	86%[activator]	52*	-5%
CCOC(=O)N1CCN(C(=O)CSc2nnc(-c3ccccc3OC)o2)CC1	3%	20%	20	-30%	12	6%
O=C(CN1C(=O)COc2ccccc21)N1CCN(c2ccccc2F)CC1	-3%	18%	-7	-11%	1	-7%
COc1cccc(C(=O)Nc2cccc(C(=O)NC3=NN(c4c(Cl)cc(Cl)cc4Cl)C(=O)C3)c2)c1	22%	-9%	1	?	-2	-2%
N#Cc1cc2c(ccc3ccccc32)oc1=O	-4%	?	-3	28%	6	-5%
COc1ccc(CCNC(=O)CC2(CC3=NS(=O)(=O)c4ccccc4N3)CCCC2)cc1OC	nt	10%	9	?	6	-17%
CCn1c(N)c(C(=O)NC)sc1=S	-14%	nt	-25	-13%	-2	-3%
O=C(N/N=C/c1ccncc1)c1cc(C2CC2)nc2ccccc12	-5%	0%	-14	-4%	-2	-3%
COC(=O)CC1C(=O)NCCN1C(=O)CSc1nnc(Nc2ccc(C)cc2)s1 (configuration not stated)	-15%	7.4µM*	-10	nt	-2	3%
CC(OC(=O)/C=C/c1ccc2ccccc2n1)C(=O)Nc1ccc(S(N)(=O)=O)cc1 (configuration not stated)	nt	2%	nt	10%	nt	5%
O=C(c1ccccn1)N1CCN(S(=O)(=O)c2ccc3ccccc3c2)CC1	13%	-34%	-5	9%	5	2%
CSc1nnc(-c2sc(-c3ccccc3)nc2C)n1C	0%	14%	55	34%[activator]	12*	6%
NC(=O)Nc1ccc(C(=O)OCC(=O)Nc2ccc([N+](=O)[O-])cc2C(F)(F)F)cc1	0%	-4%	16	6%	0	-8%
CCOc1ccc(Cc2c(Cl)nc(N)nc2Cl)cc1	5%	?	5	?	0	3%
CCOc1cccc2c1OC(c1cc(OC)c(OC)c(OC)c1)N1N=C(c3ccc(C)o3)CC21 (configuration not stated)	-17%	-47%	21	-42%	39*	45µM*
O=C(NCCc1ccccc1)c1ccccc1SCC(=O)N1CCCC1	14%	0%	97*	?	27*	-25%
O=C(OCCCc1cc2ccccc2c(=O)o1)c1ccc(C(F)(F)F)cc1	nt	30%[activator]	nt	37%[activator]	nt	-1%
CC(C)Sc1nc(SCC(=O)NCc2ccco2)c2c3c(sc2n1)COC(C)(C)C3	0%	2.6µM*	183*	?	93*	28µM*
N#C/C(=C\C=C\c1ccccc1[N+](=O)[O-])c1nc(-c2ccc3c(c2)OCO3)cs1	-3%	28%	-4	19%	-1	-6%
Cc1ccc(SCCN2CCN(C)CCC2=O)cc1	5%&0%	64%[activator]	77*	40%[activator]	28*!	8%
CCCCN(c1ccc(C(=O)OC)cc1)S(=O)(=O)c1ccccc1	-3%	?	2	2%	4	nt
Cc1ccc(CNC(=O)CCC(=O)Nc2nnc(C(C)C)s2)cc1	-9%	37%[activator]	9	23%	-2	-1%
COc1ccc(-c2cn(Cc3ccc(C(N)=O)cc3)c(CCN)n2)cc1	nt	23%	nt	24%	nt	-6%
CC(C)[C@H](NS(=O)(=O)c1cccc(C(F)(F)F)c1)C(=O)OCC(N)=O	5%	30%	-8	-6%	-1	-16%
O=C(C1CCN(S(=O)(=O)N2CCOCC2)CC1)N1CCN(c2ccc(F)cc2)CC1	2%	-26%	-2	-1%	-1	8%
COc1ccccc1NC(=O)N1CCn2c(nc3ccccc32)C1	0%	-28%	-3	22%	16	1%
COc1ccccc1CN1C(=O)CCC1(C)C(=O)NCc1cccnc1 (configuration not stated)	0%	?	4	58%[activator]	-5	?
COc1ccc(C(=O)NNC(=O)c2cc(C)[nH]n2)cc1	-7%	55%[activator]	55	37%[activator]	3	2%
CCC(C)N(CCNC(=O)c1ccc(NC2=NC3CS(=O)(=O)CC3S2)cc1)Cc1ccco1 (configuration not stated)	5%	-18%	6	21%	-1	-20%
CC(=O)c1sc(NC(=O)c2ccco2)nc1-c1ccccc1	11%	108%[activator]	65*	nt	21*	-13%
O=S(=O)(/N=C(/Nc1ccc(Cl)c(S(=O)(=O)N2CCOCC2)c1)c1ccc(F)cc1)c1ccccc1	nt	44%[activator]	-16	?	-3	5%
Cc1ccc(N=c2c([N+](=O)[O-])nn(-c3ccc4c(c3)OCCO4)n2O)c(Cl)c1	-8%	-9%	89*	163%[activator]	35*	4.5µM*
N#C/C(=C\c1ccncc1)c1ccccn1	3%	10µM*	6	?	2	0%
Cc1ccc(NC(NC(=O)OCCn2c([N+](=O)[O-])cnc2C)C(Cl)(Cl)Cl)cc1 (configuration not stated)	-1%	?	-13	5.2µM*	-1	-11%
CCSP1(=S)N=C(N2CCOCC2)C(C#N)=C2CCCN21 (configuration not stated)	13%	?	-8	?	3	2%
CCOCCn1c(CN2CCC(Cc3ccccc3)CC2)nc2c1c(=O)n(C)c(=O)n2C	5%	?	13	?	12	6%
Cc1ccc(NC(=O)COC(=O)CCc2c[nH]c3ccccc23)c(C)c1	nt	-3%	nt	-16%	nt	-18%
COC(=O)Cn1c(=NC(=O)CCS(=O)(=O)c2ccccc2)sc2c(OC)ccc(OC)c21	nt	24%	-9	-4%	-1	?
COc1ccc(C(=O)CCC(=O)N2CCN(c3cccc(Cl)c3)CC2)cc1	-6%	-18%	-1	4%	1	1%
CCC(C)NC(=O)c1cc(Sc2nnc(C)s2)nc2ccccc12 (configuration not stated)	5%	?	-2	-12%	-2	-26%
CC(C)CC12CN3CCN(CC(C3)/C1=N/O)C2	1%	3%	-7	23%	-3	0%
CCN(CC)CCCC1(CN)OCCc2ccccc21 (configuration not stated)	-19%	?	-13	?	-1	5%
Cc1ccc(NC(=O)c2cnc3ccccc3n2)cc1C	-4%	nt	67*	290%[activator]	51*	2%
New compounds follow:
SMILES	Giardia FBPA inh	Pf growth 96h	Shiga inhibitor	Pf growth 48h	CHX counter	Sm TGR block
Cc1cc(C)cc(NC(=O)CSc2nc3c(c(=O)[nH]2)CN(Cc2ccc(F)cc2)CC3)c1	7%	-1%	-10	-1%	-1	0%&0%
Cc1cccc(/C=N/NC(=O)c2ccc(NC(=O)c3ccc(Cl)cc3)cc2)n1	?	42%[activator]	5	-16%	11*	0%
O=c1c2ccccc2ccc2ccc(P(=O)(O)O)cc12	nt	?	nt	25%	nt	-3%
CCOC(=O)C1=C(C)N=C2SCCC(=O)N2C1c1ccc(OC)cc1 (configuration not stated)	3%	3%	-32	-15%	1	6%[57.1 µM]
COc1ccc(OC)c(/C=C/c2ccc3cccc(O)c3n2)c1	-1%	39%[activator]	89*	4.1µM*	59*	-18%
COCCNC(=O)Cn1cnc2c1c(=O)n(C)c(=O)n2C	6%	?	-8	11%	-1	1%
COc1ccc(CCn2nnnc2C(CC(C)C)N2CCN(c3ncccn3)CC2)cc1OC (configuration not stated)	0%	2%	-5	nt	-1	4%[11.4 µM]
CCc1c(C(=O)Nc2ccc(S(=O)(=O)N3CCOCC3)cc2)csc1C	-13%	16%	30	?	5	7%
CSc1nc2nc3c(cc2c(=O)n1-c1ccccc1C)CCCC3	-22%	?	-5	?	-2	-4%

A draw from above in order of heavy-atom count, smallest number first:
SMILES	Giardia FBPA inh	Pf growth 96h	Shiga inhibitor	Pf growth 48h	CHX counter	Sm TGR block
CC(C)CC12CN3CCN(CC(C3)/C1=N/O)C2	1%	3%	-7	23%	-3	0%
CCN(CC)CCCC1(CN)OCCc2ccccc21 (configuration not stated)	-19%	?	-13	?	-1	5%
Cc1ccc(NC(=O)c2cnc3ccccc3n2)cc1C	-4%	nt	67*	290%[activator]	51*	2%
COc1ccc(OC)c(/C=C/c2ccc3cccc(O)c3n2)c1	-1%	39%[activator]	89*	4.1µM*	59*	-18%
CCC(C)NC(=O)c1cc(Sc2nnc(C)s2)nc2ccccc12 (configuration not stated)	5%	?	-2	-12%	-2	-26%
CCOC(=O)C1=C(C)N=C2SCCC(=O)N2C1c1ccc(OC)cc1 (configuration not stated)	3%	3%	-32	-15%	1	6%[57.1 µM]
CCc1c(C(=O)Nc2ccc(S(=O)(=O)N3CCOCC3)cc2)csc1C	-13%	16%	30	?	5	7%
COc1ccc(C(=O)CCC(=O)N2CCN(c3cccc(Cl)c3)CC2)cc1	-6%	-18%	-1	4%	1	1%
Cc1cccc(/C=N/NC(=O)c2ccc(NC(=O)c3ccc(Cl)cc3)cc2)n1	?	42%[activator]	5	-16%	11*	0%
Cc1cc(C)cc(NC(=O)CSc2nc3c(c(=O)[nH]2)CN(Cc2ccc(F)cc2)CC3)c1	7%	-1%	-10	-1%	-1	0%&0%
COc1ccc(CCn2nnnc2C(CC(C)C)N2CCN(c3ncccn3)CC2)cc1OC (configuration not stated)	0%	2%	-5	nt	-1	4%[11.4 µM]

Screening data from PubChem.
